PPC-1+TRAIL kill – PPC-1 cancer cell killing with TRAIL present | PPC-1 cells + TRAIL, ATPLite viability luminescence | cell killing (% activity), % at 4 µM | 220,000 compounds, 0.41% hits | AID 1443;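 active means cell killing above 50% in the first pass at 4 µM, then a duplicate retest at 5 µM averaging 50% or more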;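 further: plate controls were cells with TRAIL plus DMSO for no effect and medium-only wells lacking cells for full effect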
NPY-Y1 PAM-ag – potentiators or agonists of human neuropeptide Y receptor Y1; P25929; NPY-Y1 expressing cells, potentiator/agonist activation; activation, % at 3.6 µM; 220,000 compounds, 0.37% hits; AID 1304; in the data active means activation above about 33%, passing the limit was not always enough;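 further: cells stimulated with NPY at EC10 then isoproterenol at EC100; 0% = low agonist plus stimulus and 100% = saturating agonist plus stimulus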
CHOP inhibitor – CHOP inhibition in unfolded protein response | inhibition, % at 10 µM | 220,000 compounds, 3.8% hits | AID 2732 | CHO-K1 CHOP-promoter luciferase, tunicamycin-induced, 15-18 h;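 active means compounds that reduced the stress-induced luciferase reporter signal by more than about 70% of percent inhibition, limit read from the data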;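 further: 0% = tunicamycin plus vehicle and 100% = wells without tunicamycin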
TRPML3 agonist – activates the human TRPML3 channel | HEK293 TRPML3-YFP, Fluo-8 calcium fluorescence; 100% = the carbachol control signal | activation, % at 3 µM | 220,000 compounds, 0.29% hits | AID 1448;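 active means activation above its plate's cutoff, the mean activation of the plate's test wells plus 3 SD, cut at about 12% in these data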;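 further: 0% = DMSO only wells and 100% = carbachol wells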
Target sequence (Q8TDD5 whole entry, looked up): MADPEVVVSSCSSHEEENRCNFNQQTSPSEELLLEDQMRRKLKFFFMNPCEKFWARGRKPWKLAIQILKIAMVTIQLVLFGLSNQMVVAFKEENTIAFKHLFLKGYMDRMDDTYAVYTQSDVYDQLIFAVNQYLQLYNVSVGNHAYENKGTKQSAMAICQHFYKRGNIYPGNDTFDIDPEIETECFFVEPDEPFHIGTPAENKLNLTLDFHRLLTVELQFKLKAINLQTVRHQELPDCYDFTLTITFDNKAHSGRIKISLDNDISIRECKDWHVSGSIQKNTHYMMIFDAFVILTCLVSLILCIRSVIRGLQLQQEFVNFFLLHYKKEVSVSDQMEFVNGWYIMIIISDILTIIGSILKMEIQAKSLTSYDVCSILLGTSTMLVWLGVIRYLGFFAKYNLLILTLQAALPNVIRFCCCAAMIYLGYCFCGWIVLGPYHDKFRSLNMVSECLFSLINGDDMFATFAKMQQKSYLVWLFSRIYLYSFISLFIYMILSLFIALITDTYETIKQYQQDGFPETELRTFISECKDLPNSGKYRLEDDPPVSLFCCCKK
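Test system – HEK293 line with stable expression of human TRPML3-YFP channel · Control set – carbachol 87 µM final as high control (100%), DMSO as low control (0%) · Signal – Fluo-8 calcium dye fluorescence, ex 470-495, em 515-575 nm · Incubation – 1-h 37 °C dye load, 5-s basal, 120-s post-compound reads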
EP2 mod – modulates human prostaglandin E2 receptor EP2 signaling; induction, % at 25 µM; P43116; EP2-expressing cells, cAMP HTRF FRET, PGE2 co-stimulation; 260,000 compounds, 0.83% hits; AID 940;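 active means compounds whose cAMP rise, as percent of the full-agonist control response, exceeds 60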;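 further: rat C6 glioma line stably carrying human EP2 under a CMV promoter; the protocol text gives 20 µM as final concentration; 100% = response of wells given 1 µM PGE2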
TRPN1 ag – activates the zebrafish TRPN1 channel; HEK293 zebrafish TRPN1-YFP, Fluo-8 calcium fluorescence; 100% = response to 87 µM carbachol; activation, % at 3 µM; 220,000 compounds, 0.18% hits; AID 1424;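 active means activation above its plate's cutoff, the mean activation of test wells on that plate plus 3 SD, cut at about 19% in these data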;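 further: 0% = DMSO alone and 100% = 87 µM carbachol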
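Material – zebrafish TRPN1-YFP in HEK293 cells · Doses – 3 µM single point · Schedule – dye 1 h 37 °C plus 30 min RT · Signal – Fluo-8 calcium fluorescence, excitation 470-495 nm, emission 515-575 nm · Read-out – % activation versus carbachol response · Control set – carbachol high, DMSO low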
14-3-3 Bad inh – disrupts binding of bovine 14-3-3 zeta to phospho-Bad peptide; P63103; TR-FRET 14-3-3zeta/Dy647-pBad peptide displacement, 1 h; inhibition, % at 21.7 µM; 220,000 compounds, 0.71% hits; AID 781;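 active means inhibition above about 70%, limit read from the data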;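 further: 0% = full 14-3-3 plus peptide FRET controls and 100% = background without 14-3-3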
Target sequence (P63103 whole entry, looked up): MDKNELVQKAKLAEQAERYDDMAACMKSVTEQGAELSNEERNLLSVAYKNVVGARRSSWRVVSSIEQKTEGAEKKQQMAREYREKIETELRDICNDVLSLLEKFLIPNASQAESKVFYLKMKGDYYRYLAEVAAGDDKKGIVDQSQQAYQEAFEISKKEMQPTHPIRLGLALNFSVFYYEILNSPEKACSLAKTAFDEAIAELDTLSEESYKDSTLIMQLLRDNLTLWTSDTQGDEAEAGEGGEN
EP2 antag – inhibitors of human EP2 prostaglandin E2 receptor | C6 glioma cells expressing human EP2, cAMP TR-FRET; cells stimulated with saturating PGE2 | inhibition, % at 25 µM | 260,000 compounds, 0.52% hits | AID 1422;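 active means percent inhibition above 40 after rounding to a whole number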;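 further: rat C6 glioma host cells with rolipram phosphodiesterase inhibitor present; the protocol text gives 20 µM as final concentration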
NPY Y1 blocker – antagonists of human neuropeptide Y receptor Y1; inhibition, % at 3.6 µM; HEK293-CNG Y1 cells, membrane potential fluorescence; NPY at EC95, then isoproterenol; P25929; 200,000 compounds, 1% hits;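 active means inhibition above the campaign mean inhibition of all tested compounds plus 3 SD, cut at about 20% in these data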;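 further: 0% = DMSO wells given NPY plus isoproterenol and 100% = isoproterenol alone without NPY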
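Material: Y1- and CNG-channel-expressing HEK293 cells / Probe or stimulus: NPY 25 nM then isoproterenol 1 µM plus Ro 20-1724 25 µM / Doses: 3.6 µM single dose, DMSO 0.4% / Schedule: compound incubation 1 h at room temperature, readout 45 min post-stimulation / Signal: membrane potential fluorescence / Benchmarks: isoproterenol-only wells as full block versus NPY-plus-isoproterenol wells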
The depositor's hits bear a star; . = not tested or not shown; [ ] = another dose, or the depositor's remark.

no.	SMILES	PPC-1+TRAIL kill	NPY-Y1 PAM-ag	CHOP inhibitor	TRPML3 agonist	EP2 mod	TRPN1 ag	14-3-3 Bad inh	EP2 antag	NPY Y1 blocker
1	CCS(=O)(=O)N1CCCC(C(=O)NCCc2ccccc2)C1 (configuration not stated)	8	-7	-2	0.3	0	-0.3	-4[fluorescence artefact?]	6	0
2	COc1ccc(S(=O)(=O)N2CCOC2CNC(=O)C(=O)NCCCn2ccnc2)cc1OC (configuration not stated)	-4	-6	2	0.4	8	-0.5	5[fluorescence artefact?]	7	7
3	Cc1sc(=NC(=O)c2ccco2)n(C)c1-c1ccc(F)cc1	34	-21	15	2.5	24	-1.7	0[fluorescence artefact?]	16	1
4	COc1ccc(N2CCN(c3ccc(NC(=O)C4CCCCC4)cc3C#N)CC2)cc1	-5[5 µM]	4	57	0.5	29	0.8	6	11	0
5	COc1ccc(S(=O)(=O)Nc2ccccc2C(=O)NC(C)C)cc1OC	14	-9	44	0.4	33	-1.5	7	8	-2
6	CCC(=O)Nc1ccc(-c2csc(C)n2)cc1	26	1	-7	0.5	-6	-0.6	1	9	-2
7	Cc1cc(C)n(-c2nc3nonc3nc2-n2nc(C)cc2C)n1	8	-16	-2	-0.1	19	0.5	13	2	3
8	CONC(=O)C1CCN(C(=O)OCc2ccccc2)CC1	12	-28	18	0.5	26	0.8	-3	5	1
9	CNC(=O)c1c(NC(NC(=O)c2ccco2)C(=O)c2ccc(Cl)cc2)sc2c1CCCC2 (configuration not stated)	5	-20	1	0.4	0	-0.7	0	5	-5
10	Cc1cc(=O)n2nc(N3CCC(C(=O)N4CCN(C)CC4)CC3)sc2n1	13	15	-13	0.6	18	3.4	-2[fluorescence artefact?]	13	0
11	O=C(Cn1nnc(-c2ccccc2Cl)n1)NCc1ccc2c(c1)OCO2	22	-17	24	1.2	-9	-0.2	-5[fluorescence artefact?]	23	5
12	O=C(O)CSc1nc2ccccc2o1	14	-6	17	0.6	19	-0.2	7	7	3
13	COc1ccc(N(CC(=O)NCc2ccccc2OC)S(=O)(=O)c2c(C)nn(C)c2C)cc1	9	3	4	0.1	5	1.4	3[fluorescence artefact?]	7	-5
14	Cc1ccc(C(=O)N2CCN(c3ccc([N+](=O)[O-])c(NCc4cccnc4)c3)CC2)cc1	10	13	53	-1.0	-25	-2.4	0[fluorescence artefact?]	3	-1
15	C=CCNC(=S)N/N=C(\C)c1ccc(-n2ccnc2)cc1	3	11	-16	0.3	-27	-1.1	-9	2	-1
16	COC(=O)c1sc2ccccc2c1-n1cccc1C(=O)C(=O)Nc1ccc(Cl)cc1	-1	-2	-20	0.2	-28	-0.6	8	13	7
17	OC1CCCN(Cc2ccc3ccc4cccc5ccc2c3c45)C1 (configuration not stated)	-19	-35	14	0.7	-72	0.6	-4[fluorescence artefact?]	9	25*
18	COc1ccc2nc(Nc3ccccc3OC)sc2c1	61*[5 µM]	-1	-9	-0.1	-63	-0.2	-4	5	1
19	Cc1cccc(/C(N)=N/OC(=O)COc2ccc(Cl)c(C)c2)c1	12	1	-38	0.7	-12	0.9	11	11	-3
20	Cc1ccn2c(CN(C)CCn3nc(C)cc3C)c(C(=O)N3CCCCCC3)nc2c1	10	7	24	0.1	16	-0.2	-5	2	-1
21	O=C(NNc1cccc(Cl)n1)c1ccccc1CC[N+](=O)[O-]	15	20	9	0.6	-2	0.5	-5	5	23*
22	C=CCNC(=O)NC(=O)COC(=O)c1ccccc1Sc1ccc(C(F)(F)F)cc1[N+](=O)[O-]	12	3	35	-0.8	17	-2.1	25	9	8
23	O=C(c1ccccc1)c1ccc(OCCCN2CCCC2)cc1	25	-7	-10	1.2	-3	1.3	21[fluorescence artefact?]	13	3
24	CC(C)(O)C#Cc1ccc(C(=O)N2CCN(c3ccc(F)cc3)CC2)cc1	-22	2	-9	0.9	-49	0.8	-2	8	-4
25	O=C(CNc1cccc2ccccc12)N/N=C/c1ccc(C(=O)O)cc1	2	1	32	0.1	-4	-0.8	-6	7	4
26	COc1ccc(S(=O)(=O)NCCSCc2cccs2)cc1	13	-39	25	-0.1	-3	-0.7	3	0	9
27	COc1ccc(C2=C(C=Nc3c(C)n(C)n(-c4ccccc4)c3=O)C(c3ccccc3C)c3ccccc3O2)cc1OC (configuration not stated)	21	6	27	0.9	15	-0.8	7[fluorescence artefact?]	4	7
28	Cc1ccc(-c2nc(CN(C)C(C3CC3)C3CC3)c(C)o2)cc1	-2	17	28	0.7	-6	0.7	-6	6	7
29	O=C1c2ccccc2-c2ncnc3cccc1c23	.	6	.	0.8	.	-0.5	.	.	-1
30	Cn1nnnc1SCC(=O)N1CCN(C(=O)c2ccco2)CC1	3	10	-6	0.7	11	0.3	-8	10	0
31	O=C(c1ccccc1)c1cc[n+]([O-])cc1	28	-4	0	0.2	-10	0.4	5[fluorescence artefact?]	-1	-1
32	CCCOc1ccc(NC(=O)CC2C(=O)N(CC)C(=S)N2CCNC(C)=O)cc1 (configuration not stated)	-9	-8	22	0.6	-3	-0.8	-2	9	2
33	O=C(O)CC(Cn1cnnn1)c1ccccc1 (configuration not stated)	16	16	15	1.0	6	2.0	3	10	-4
34	C=CCN(C(=O)Cn1c(C(=O)OC)cc2oc(C)cc21)c1ccccc1	9	-10	-17	-0.4	5	-1.6	-1	11	5
35	Cc1cc([N+](=O)[O-])ccc1NC(=O)C[n+]1ccc(N(C)C)cc1	7	3	4	-0.3	5	0.9	0	7	-1
36	COC(=O)c1sc2nc(N3CCCCC3)c3c(c2c1N)CCCC3	-7	-15	59	0.7	74*	-0.5	-2	17	3
37	Cc1ccc(-n2c(SCC(=O)NC3CCCCC3)nc3c(c2=O)SCC3)cc1	4	-7	-1	-0.3	10	-0.2	4	17	4
38	CCCC(=O)Nc1c(-c2cccs2)c(=O)c2ccccc2n1CC	19	26	-13	-0.5	0	0.8	9	.	-1
39	O=C(c1ccc2nc(N3CCCCC3)sc2c1)N1CCN(Cc2ccc3c(c2)OCO3)CC1	13	-28	15	3.1	-8	5.3	6	14	3
40	Cc1oc(-c2cc(F)ccc2F)nc1CN1CCN(c2cnccn2)CC1	4	-3	53	1.0	4	1.3	-3	7	5
41	CCC(C)NS(=O)(=O)c1ccc(OCC(=O)NCc2ccc3c(c2)OCO3)cc1 (configuration not stated)	13	20	-1	-0.1	-15	-0.7	1	18	-2
42	O=C(NN1C(=O)/C(=C/C=C/c2ccccc2)SC1=S)c1ccncc1	15	-23	14	0.1	1	-1.5	-14	3	13
43	COc1ccc(C(=O)NCc2cn3cccc(C)c3n2)cc1OC	33	-9	-23	0.9	3	0.7	0[fluorescence artefact?]	14	-3
44	Cn1cc(CN2CCN(CCO)CC2)c(-c2ccc(Oc3ccccc3)cc2)n1	-6	-2	3	0.7	-14	0.5	7	5	0
45	O=C(COC(=O)CCC1CCCC1)Nc1ccccc1Sc1ccccc1	2	12	52	0.6	33	-1.1	3[fluorescence artefact?]	2	2
46	Cc1cc(-c2ccc(F)cc2)nc2cc(C(N)=O)nn12	17	-11	3	-0.3	35	-0.1	1	9	-1
47	CCOC(=O)N1CCN(C2CC(=O)N(c3ccc(F)cc3)C2=O)CC1 (configuration not stated)	0	-2	14	0.6	6	1.4	6	16	-6
48	Nc1nonc1-n1nnc(C(=O)N/N=C/c2ccc(O)cc2)c1COc1ccc(F)cc1	11	26	19	1.4	-35	4.0	-6	11	.
49	CC(=O)Nc1ccc(S(=O)(=O)N[C@@H](C)C(=O)Nc2ccc(N3CCOCC3)cc2)cc1	15	0	-1	0.5	12	-0.7	-26[fluorescence artefact?]	11	2
50	CCOC(=O)C1(Cc2ccccc2C)CCCN(C(=O)c2cc(C3CC3)[nH]n2)C1 (configuration not stated)	6	-3	11	-0.1	-5	-2.5	-3	7	1
51	O=C(CSc1ccccc1)NCCCc1ccccc1	-15	-9	15	0.1	-15	-2.8	0	5	7
52	CN=c1scc(C)n1/N=C/c1cc(Br)c(O)c(Br)c1	10	3	3	-0.3	-12	1.5	6	10	-3
53	S=C(c1ccc(-c2ccc(Br)cc2)o1)N1CCCCC1	.	-5	24	0.1	31	-0.8	-23	10	12
54	Cc1ccc2[nH]c(=O)c(CN(CCc3ccccc3)C(c3nnnn3Cc3ccco3)C(C)C)cc2c1 (configuration not stated)	24	-12	43	0.0	14	0.6	4	0	.
55	CCn1nc(C(=O)OCC(=O)N2CC(=O)Nc3ccccc32)c2ccccc2c1=O	8	-9	21	0.2	5	-0.5	0	4	-6
56	CCCCC(=O)NNC(=O)c1c(O)c2ccccc2[nH]c1=O	25	2	5	0.9	-15	-0.2	-13	11	.
57	Cc1ccnc(SCC(=O)n2c3c(c4ccccc42)CC(C)CC3)n1 (configuration not stated)	-6	-29	38	0.8	74*	-0.9	11	-7	17
58	S=C(Nc1ccc(Cl)cc1)c1nc2ccccc2s1	26	11	-34	0.9	12	-0.4	6[fluorescence artefact?]	14	5
59	CCOc1cc(C(=O)NC)cc(OCC)c1OCC	0	8	30	0.5	0	0.0	-5	6	-2

Screening data from PubChem.

Not all compounds are listed; rates above refer to the full screens.
